Screens deposited in PubChem by NCI.
Growth percent in the NCI-60 one-dose screen (48 h, 10 µM unless noted): 100 = growth as untreated, 0 = no growth, -100 = all killed.
HCC-2998 – HCC-2998 colon cancer | 79,000 tested, 4.7% active
SW-620 – SW-620 colon cancer; 82,000 tested, 5.2% active; AID 1794795
KM12 – KM12 colon cancer cells. 82,000 tested, 5% active. AID 1794800
SNB-75 – SNB-75 CNS cancer; 79,000 tested, 5% active
HT29 – HT29 colon cancer. 81,000 tested, 7.4% active. AID 1794748
HCT-15 – HCT-15 colon cancer. 82,000 tested, 5.2% active
COLO 205 – COLO 205 colon cancer; 79,000 tested, 7.3% active; AID 1794742
HCT-116 – HCT-116 colon cancer; 82,000 tested, 7.3% active
A498 – A498 renal cancer cells; 76,000 tested, 5.4% active; AID 1794774
Active calls of the source: *; · = no result given; & = joins results of further samples. How the source made its calls: active means growth percent below 10; inactive means the rest.

SMILES	HCC-2998	SW-620	KM12	SNB-75	HT29	HCT-15	COLO 205	HCT-116	A498
N#CCNC(=O)OCc1ccccc1	105	107	108	94	99	97	103	112	96
Nc1ccc(C(=O)C(=O)c2ccc(N)cc2)cc1	104	112	113	81	96	113	125	100	101
O=C(c1cc(-c2cccnc2)nc2ccccc12)N1CCCCC1	103	101	97	89	106	107	123	98	124
NC(=S)N/N=C/c1ccc[nH]1	106	98	100	114	92	99	·	99	90
C#CCCOC(=O)Nc1ccccc1	105	97	108	79	104	99	110	106	101
CCCC(=O)NNc1nccc(Nc2ccc(S(=O)(=O)Nc3ccccn3)cc2)n1	101	109	104	97	104	100	104	92	98
COc1cc(CNC(=O)CCCC/C=C/C(C)C)ccc1OCc1cn(-c2ccc(F)cc2)nn1	110	91	94	83	106	90	120	66	81
C=Cc1ccc(-n2nc(C(=O)N3CCCCC3)c3c2CCC(NCCc2ccccc2)C3)cc1 (configuration not stated)	89	97	103	89	95	77	103	84	98
Cc1nc2ccccc2c(C(=O)O)c1O	89	110	120	98	103	107	·	88	117
Cc1nc(N)[nH]c(=O)c1CCO	110	106	116	96	94	117	98	108	105
O=C(O)C(O)[C@H](O)[C@H](O)[C@H](O)[C@H](O)CO (some centres not stated)	101	97	98	123	108	104	102	107	96
CSc1ccc(/C=C2\C=C(CC(=O)NCc3ccc(C(=O)c4ccccc4)cc3)c3cc(F)ccc32)cc1	-0.5*	10.0*	-61*	-18*	-15*	5.9*	-76*	-28*	-10*
O=C(Cc1ccc(F)c(Cl)c1)Nc1cc(C2(C(F)(F)F)CC2)nn1CC(F)(F)F	108	101	100	66	94	99	97	96	99
CCOC(=O)c1[nH]c(C)c2c1CCc1cnc(N)nc1-2	106	109	90	96	114	107	139	93	98
CC(C)c1ccc2c(N)c(C(=O)Nc3ccc(C(F)(F)F)cc3)sc2n1	97	92	83	78	81	70	106	50	102
CC12CCC(C)(O1)C1C(=O)N(c3nccs3)C(=O)C12 (configuration not stated)	111&108	104&106	100&110	104&81	96&102	96&110	118&102	100&100	95&131
O=C(Cc1ccccc1)NNc1nc(N2CCN(C3CCCCC3)CC2)nc(N2CCN(C(c3ccccc3)c3ccccc3)CC2)n1	100	99	100	·	72	89	94	94	·
COc1ccc2c(c1)O/C(=C\c1ncc([N+](=O)[O-])n1C)C2=O	-59*	-21*	-38*	3.5*	-14*	2.5*	-49*	1.0*	-78*
CNC(=O)NCC1OC(n2cnc3c(NC(=O)Nc4ccccc4)ncnc32)C(O[Si](C)(C)C(C)(C)C)C1O[Si](C)(C)C(C)(C)C (configuration not stated)	-1.4*	36	-3.7*	46	-68*	21	-100*	0.3*	·
Cc1ccc(C)c2c1sc1nncn12	113	102	98	77	99	99	104	100	86
O=C(O)CN1C(=O)C(=Cc2cn(CC(=O)O)c3ccccc23)C(=O)N(CC(=O)O)C1=O	85	98	102	104	109	97	112	99	97
COc1ccc(C(=O)CSc2nccc(N3CCOCC3)n2)cc1	100	100	89	70	100	94	100	97	82
COc1ccc(C(=O)/C=C/c2ccccc2)cc1	95	113	91	92	77	96	131	52	95
O=C(c1cc(-c2ccc(F)cc2)c2sc(=O)[nH]c2n1)N1CCOCC1	89	110	96	100	90	106	103	81	·
CCCCCC(=O)OC1CCCCC1C(C)C (configuration not stated)	102	100	101	85	108	104	112	101	92
CC(C)(O)c1cncc(-c2ccc3ncnc(N4CCc5cc(F)c(Cl)cc54)c3c2)c1	34	40	35	-20*	21	14	30	30	-40*
O=C1NC(=NC23CC4CC(CC(C4)C2)C3)N/C1=C\c1ccc2ncoc2c1	-5.8*	9.7*	4.3*	-8.6*	4.7*	0.0*	-34*	28	-5.4*
O=C(CCn1c[n+](CC(=O)c2ccc(C(F)(F)F)cc2)c2ccccc21)Nc1cccc2cccnc12	90	90	96	59	85	95	86	74	96
Cc1cc(-c2ccccc2)n(Cc2nnc(SCC(=O)Nc3ccc(S(N)(=O)=O)cc3)o2)n1	107	91	98	104	100	79	98	83	94
CCCCCCCCCC(C)NC(=O)CCl (configuration not stated)	103	103	101	70	114	90	113	96	91
CC(=O)NCCOc1ccc([N+](=O)[O-])cc1Cl	111	104	108	77	106	95	115	108	111
Cc1cc(NC(=O)c2cccc(C(F)(F)F)c2)ccc1-n1ccc2c(NC(=O)c3ccccc3)nccc21	115	110	100	91	95	92	113	84	112
CCOC(=O)c1c(Cl)c2c(n1C)-c1oncc1CCC2	115	101	113	88	90	83	113	91	78
N/C(=N\C(N)=N\c1nc2ccccc2s1)c1cccc(Cl)c1	104	99	41	95	95	32	101	74	·
O=C(CC(O)c1ccccc1)Nc1ccccn1 (configuration not stated)	102	109	103	86	103	101	·	98	102
Cc1ccc(S(=O)(=O)NNC(=O)c2ccccc2N)cc1	100	108	105	98	107	105	101	106	103
Nc1nccc(SCc2ccccc2)n1	101	113	108	103	99	107	122	94	94
O=S1(=O)CCN(C2CCCCCCCCCCC2)CC1	102	91	97	118	85	92	102	75	62
O=C(CSCC(=O)N/N=C/c1ccccc1O)N/N=C\c1ccccc1O	30	39	37	37	43	23	17	17	99
Cc1nn(-c2ccccc2)c2nc3c(c(-c4ccc(Cl)cc4)c12)CNC1(N3)C(=O)N(C)c2ccc(Cl)cc21 (configuration not stated)	106	100	92	76	103	98	92	83	103

18 entries out of the list, arranged by formula weight, high to low:
SMILES	HCC-2998	SW-620	KM12	SNB-75	HT29	HCT-15	COLO 205	HCT-116	A498
Cc1nn(-c2ccccc2)c2nc3c(c(-c4ccc(Cl)cc4)c12)CNC1(N3)C(=O)N(C)c2ccc(Cl)cc21 (configuration not stated)	106	100	92	76	103	98	92	83	103
Cc1cc(NC(=O)c2cccc(C(F)(F)F)c2)ccc1-n1ccc2c(NC(=O)c3ccccc3)nccc21	115	110	100	91	95	92	113	84	112
O=C(CCn1c[n+](CC(=O)c2ccc(C(F)(F)F)cc2)c2ccccc21)Nc1cccc2cccnc12	90	90	96	59	85	95	86	74	96
Cc1cc(-c2ccccc2)n(Cc2nnc(SCC(=O)Nc3ccc(S(N)(=O)=O)cc3)o2)n1	107	91	98	104	100	79	98	83	94
CC(C)(O)c1cncc(-c2ccc3ncnc(N4CCc5cc(F)c(Cl)cc54)c3c2)c1	34	40	35	-20*	21	14	30	30	-40*
O=C(O)CN1C(=O)C(=Cc2cn(CC(=O)O)c3ccccc23)C(=O)N(CC(=O)O)C1=O	85	98	102	104	109	97	112	99	97
O=C(CSCC(=O)N/N=C/c1ccccc1O)N/N=C\c1ccccc1O	30	39	37	37	43	23	17	17	99
O=C1NC(=NC23CC4CC(CC(C4)C2)C3)N/C1=C\c1ccc2ncoc2c1	-5.8*	9.7*	4.3*	-8.6*	4.7*	0.0*	-34*	28	-5.4*
COc1ccc(C(=O)CSc2nccc(N3CCOCC3)n2)cc1	100	100	89	70	100	94	100	97	82
N/C(=N\C(N)=N\c1nc2ccccc2s1)c1cccc(Cl)c1	104	99	41	95	95	32	101	74	·
Cc1ccc(S(=O)(=O)NNC(=O)c2ccccc2N)cc1	100	108	105	98	107	105	101	106	103
O=S1(=O)CCN(C2CCCCCCCCCCC2)CC1	102	91	97	118	85	92	102	75	62
CCOC(=O)c1c(Cl)c2c(n1C)-c1oncc1CCC2	115	101	113	88	90	83	113	91	78
CC(=O)NCCOc1ccc([N+](=O)[O-])cc1Cl	111	104	108	77	106	95	115	108	111
CCCCCCCCCC(C)NC(=O)CCl (configuration not stated)	103	103	101	70	114	90	113	96	91
O=C(CC(O)c1ccccc1)Nc1ccccn1 (configuration not stated)	102	109	103	86	103	101	·	98	102
COc1ccc(C(=O)/C=C/c2ccccc2)cc1	95	113	91	92	77	96	131	52	95
Cc1ccc(C)c2c1sc1nncn12	113	102	98	77	99	99	104	100	86

Remaining list, next part
SMILES	HCC-2998	SW-620	KM12	SNB-75	HT29	HCT-15	COLO 205	HCT-116	A498
O=C(O)c1cc(-c2ccccc2)nc2ccc3ccccc3c12	106	99	104	84	104	106	101	98	91
CCOC(=O)c1c2c(n(-c3ccccc3)c1-c1ccccc1)C=CC(C(C)(C)C)C2 (configuration not stated)	104	99	96	98	86	99	99	82	95
O=C(O)c1cccnc1Br	98	110	113	86	109	98	115	98	104
O=C1c2ccncc2/C(=C/c2ccccc2)N1Cc1ccccc1	108	95	89	95	84	97	·	84	78
N#Cc1ccc(OC(=O)Nc2ccc(Cl)c(Cl)c2)cc1	87	96	43	93	63	54	96	50	106
O=C(/C(=N/OCc1ccccc1)c1ccccc1)c1ccccc1	95	92	98	86	88	90	103	77	84
c1ccc2c(OCCCN3CCOCC3)c3oc4ccccc4c3nc2c1	57	32	57	69	31	29	36	26	23
O=C(/C=C/c1cccc2ccccc12)CC(=O)/C=C/c1cccc2ccccc12	106	105	100	95	97	104	·	102	97
CC(C)(C)C(=O)/C=C/c1ccc(-c2ccccc2)cc1	100	101	96	95	77	57	103	73	87
C[C@H]1C[C@H]2[C@@H]3CC[C@](O)(C(=O)CO)[C@@]3(C)C[C@H](O)[C@]2(F)[C@@]2(C)C=CC(=O)C=C12	94	102	101	117	98	100	103	73	105
S=c1nc(-c2ccccc2)oc(=NC2CCCCC2)n1C1CCCCC1	74	5.4*	11	68	49	16	59	18	87
CC/C(=N\NC(N)=O)C(OC)OC	98	115	102	77	104	102	120	105	128
CC(NC(=O)C1CCCN1C(=O)OC(C)(C)C)C(=O)OCc1ccccc1 (configuration not stated)	101	108	116	83	110	116	96	92	102
O=C1/C(=C\c2cn(-c3ccccc3)nc2-c2ccc(-c3cccs3)cc2)CCc2ccccc21	80	42	49	46	30	38	75	44	10
O=C1/C=C/[C@@H](O)[C@@H]2C[C@@H](O)C[C@H]2/C=C/CCC[C@H](CCOCc2ccccc2)O1	3.5*	-24*	-60*	33	-23*	8.8*	-75*	-71*	-28*
CCOC(=O)c1ccc(-n2nc(C(=O)NCC(=O)O)nc2-c2ccccc2)cc1	101	101	107	96	104	105	120	90	112
COc1ccc(C(=O)C/C(=C\c2ccc(O)c(OC)c2)C(=O)NCc2ccccc2)cc1	114	110	99	99	99	67	106	82	103
c1ccc2c(c1)ccc[n+]2CCCCC[n+]1cccc2ccccc21	98	106	98	82	85	102	109	92	92
C#Cc1nc(/C=C/C(=O)NO)cs1	111	46	56	-94*	7.9*	76	80	24	18
CSc1nc(NCCO)c(C#N)c(-c2cccc([N+](=O)[O-])c2)n1	102	101	98	73	112	99	116	96	73
O=NN(CCF)C(=O)NC1C(O)CCCC1O (configuration not stated)	114	96	103	96	104	97	102	108	82
Nc1c(C(=O)Nc2cccc3ccncc23)sc2nc3c(cc12)C(=O)CCC3	77	31	31	9.5*	18	35	28	43	·
O=C(O)c1cc(-c2ccccc2)c2sc(=O)[nH]c2n1	104	98	106	99	102	101	103	94	91
O=[N+]([O-])c1ccc(Cl)cc1P(=O)(O)c1cc(Cl)ccc1[N+](=O)[O-]	103	100	109	95	104	102	97	103	103
Cc1c(OCC(F)(F)F)ccnc1CNc1ccc(C2=CC(c3ccc(Cl)cc3)N=C(N)N2)cc1 (configuration not stated)	101	103	95	104	87	86	108	83	102
COc1cc(OC)cc(-c2n/c(=C\c3c(O)[nH]c4cc(Cl)ccc34)cc3c2=Nc2ccccc2-3)c1	106	91	88	97	101	101	105	58	99
CCCC1N[C@H](C(=O)O)CS1 (some centres not stated)	108	98	99	93	91	98	86	106	102
O=C(NCc1csnn1)c1ccccc1	96	103	101	90	99	107	109	99	109
Cc1[nH]c(-c2nc3ccccc3[nH]2)c(C)c1C(=O)N1CCCC1	100	92	103	87	97	95	·	103	·
COc1cc2c3c(c1OC)-c1ccccc1CC3OCC2 (configuration not stated)	103	99	103	92	109	93	114	93	89
Cc1cc(C)cc(-n2nnc3ccccc3c2=O)c1	102	98	100	110	95	105	121	94	73
